# Compound activity: PubChem BioAssay, several laboratories
# Scp1 inh: inhibitors of human Scp-1 phosphatase | Q9GZU7 | Recombinant Scp1, phosphopeptide, malachite green phosphate absorbance | inhibition, % at 20 µM | 340,000 tested, 0.88% active;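 active = inhibition above about 50% at 20 µM, limit read from the data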;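 note: plate controls were DMSO wells with enzyme for no effect and wells lacking enzyme for full effect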
# Target sequence (Q9GZU7 76-261 limits assumed): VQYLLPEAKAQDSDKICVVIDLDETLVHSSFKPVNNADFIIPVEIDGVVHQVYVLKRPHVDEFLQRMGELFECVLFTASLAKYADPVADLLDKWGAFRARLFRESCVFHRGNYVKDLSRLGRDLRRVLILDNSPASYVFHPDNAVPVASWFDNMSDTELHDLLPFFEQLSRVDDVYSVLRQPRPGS
#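 Test system – truncated SCP-1 phosphatase (76-261aa) · Reagent – Phosphorylated 17-residue peptide substrate · Incubation – 45 min room-temperature reaction, 5 min colour, 30 min stabiliser · Detection – colorimetric phosphate reagent with accelerator and stabiliser, absorbance at 630 nm · Measure – % inhibition at 20 µM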
# E coli Lon inh: inhibits E. coli Lon protease; inhibition, % at 7.94 µM; P0A9M0; AID 602123; 360,000 tested, 0.42% active; purified E. coli Lon protease, fluorescence polarization; in the data active = inhibition above about 13%, passing the limit was not always enough;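 note: 0% = enzyme with probe and DMSO and 100% = no enzyme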
# SUMO1-SIM PPI: alters human SUMO1 binding to SIM partners. P63165. SUMO1 binding to a labelled peptide, TR-FRET, 1 h. 360,000 tested, 0.33% active. inhibition, % at 20 µM. AID 602429; in the data active = inhibition above about 37%
# Target sequence (P63165 whole entry, looked up): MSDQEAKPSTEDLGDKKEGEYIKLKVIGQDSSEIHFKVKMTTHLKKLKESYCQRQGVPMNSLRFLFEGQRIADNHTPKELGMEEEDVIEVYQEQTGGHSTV
# MsrA inh: inhibitors of bovine MsrA; purified bovine MsrA, absorbance read-out; inhibition, % at 15.5 µM; 360,000 tested, 0.75% active; AID 651718; in the data active = inhibition above about 4.5%;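 note: 0% = vehicle wells with enzyme and 100% = reference inhibitor wells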
# CendR NRP1 mod: alters CendR peptide binding to human NRP-1; O14786; FAM-RPARPAR peptide binding to NRP-1, fluorescence polarization; inhibition, % at 25 µM; 360,000 tested, 0.85% active; AID 602438;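 active = inhibition or corrected inhibition above about 18%, plus a signal ratio from 0.5 to 1.5, limit read from the data, passing the limit was not always enough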; note: strong numbers were not always called active
# MsrA act: activates bovine MsrA enzyme; activation, % at 10.6 µM; 360,000 tested, 0.3% active; purified bovine MsrA, absorbance read-out; AID 602163; in the data active = activation above about 7.5%;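 note: 0% = vehicle and 100% = reference activator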
# STEP inh: inhibitors of human striatal-enriched phosphatase STEP | 360,000 tested, 0.25% active | recombinant STEP, OMFP fluorogenic substrate, fluorescence | P54829 | inhibition, % at 20 µM | AID 588621;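 active = inhibition at 20 µM, scaled per plate between control wells, above about 37%, limit read from the data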;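 note: 0% = DMSO with enzyme and substrate and 100% = substrate only without enzyme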
# Target sequence (P54829 whole entry, looked up): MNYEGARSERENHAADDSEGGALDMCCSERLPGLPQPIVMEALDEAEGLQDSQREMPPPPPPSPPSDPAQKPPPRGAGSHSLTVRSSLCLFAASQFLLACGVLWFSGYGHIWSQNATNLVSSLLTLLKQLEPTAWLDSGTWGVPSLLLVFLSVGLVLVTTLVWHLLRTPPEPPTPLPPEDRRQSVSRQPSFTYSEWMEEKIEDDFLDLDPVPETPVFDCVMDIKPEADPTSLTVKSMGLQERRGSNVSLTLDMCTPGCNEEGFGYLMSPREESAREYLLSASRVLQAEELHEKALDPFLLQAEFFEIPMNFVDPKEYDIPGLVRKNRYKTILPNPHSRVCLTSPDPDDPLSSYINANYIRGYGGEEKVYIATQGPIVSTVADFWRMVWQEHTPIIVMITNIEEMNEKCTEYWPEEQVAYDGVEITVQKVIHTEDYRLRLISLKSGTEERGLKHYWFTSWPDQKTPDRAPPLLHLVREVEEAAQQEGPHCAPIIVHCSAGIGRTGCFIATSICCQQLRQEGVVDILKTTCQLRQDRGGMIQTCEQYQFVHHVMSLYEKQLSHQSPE
#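 System: isolated STEP enzyme; schedule: 20 min enzyme reaction at room temperature, protected from light; medium: Bis-Tris buffer pH 6.0, 2.5 mM DTT, 0.005% Tween 20; signal: fluorescence, 480/540 nm; dosing: single compound dose of 20 µM, 1% DMSO final; also added: OMFP substrate, 25 µM final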
# LMPTP block: LMPTP (human) inhibition | P24666 | recombinant LMPTP-A, OMFP fluorogenic substrate, fluorescence intensity | inhibition, % at 20 µM | 360,000 tested, 0.22% active;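 active = compounds that cut the enzyme signal by at least half of the control window in the single-dose screen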;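 note: plate controls were DMSO wells with enzyme plus substrate for no effect and substrate without enzyme for full effect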
# Target sequence (P24666 whole entry, looked up): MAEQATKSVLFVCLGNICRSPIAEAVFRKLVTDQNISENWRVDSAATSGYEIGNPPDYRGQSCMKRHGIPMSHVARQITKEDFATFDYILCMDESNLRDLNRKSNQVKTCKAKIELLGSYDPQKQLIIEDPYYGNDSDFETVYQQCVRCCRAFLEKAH
#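 Material: LMPTP-A; amount: 0.625 nM enzyme; doses: single 20 µM dose; times: reaction 50 min, room temperature, dark; technique: fluorescence intensity of OMFP turnover product; benchmarks: no-enzyme and uninhibited controls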
# Tb MetRS inh: blocks T. brucei methionyl-tRNA synthetase activity | purified T. brucei MetRS, ATP depletion, Kinase-Glo luminescence | inhibition, % at 11.9 µM | 360,000 tested, 0.4% active;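 active = inhibition above a per-plate cutoff of the control wells' mean inhibition plus 3 SD, cut at about 5.5% in these data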;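 note: 0% = DMSO wells median and 100% = median of wells with control inhibitor compound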
#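 Material: parasite MetRS enzyme / Replication: singlicate, one well per compound / Signal: luminescence of leftover ATP / Schedule: 2 h aminoacylation at 25 °C after 15 min preincubation / Medium: HEPES-MgCl2-KCl buffer plus DTT, spermine, BSA, pyrophosphatase / Doses: 11.9 µM single point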
# DNMT1 inh: inhibitors of human DNMT1; DNMT1 molecular beacon, Hinp1I cleavage, fluorescence; 360,000 tested, 0.83% active; inhibition (reported as % activation of signal), % at 10 µM; P26358; in the data active = inhibition above about 50%
# An asterisk follows results filed as active; nt = no result given; & = joins results of further samples. This is a subset. The share of hits here may be higher or lower than overall.
# Start of the listing, in advance:
smiles	Scp1 inh	E coli Lon inh	SUMO1-SIM PPI	MsrA inh	CendR NRP1 mod	MsrA act	STEP inh	LMPTP block	Tb MetRS inh	DNMT1 inh
CC(C)N(CC(O)c1cccc([N+](=O)[O-])c1)C(C)C (centres undefined)	-6	1	-8	-1.1	-4	-3	-7	-0.7	-0.4	5
CCN(CC)C(=O)c1ccc(NC(=O)c2cccc(S(=O)(=O)N3CCN(C)CC3)c2)cc1	1	-1	2	1.3	10	-3	0	-1.8	-0.4	0

# Main list, from the start:
smiles	Scp1 inh	E coli Lon inh	SUMO1-SIM PPI	MsrA inh	CendR NRP1 mod	MsrA act	STEP inh	LMPTP block	Tb MetRS inh	DNMT1 inh
CC(C)N(CC(O)c1cccc([N+](=O)[O-])c1)C(C)C (centres undefined)	-6	1	-8	-1.1	-4	-3	-7	-0.7	-0.4	5
CCN(CC)C(=O)c1ccc(NC(=O)c2cccc(S(=O)(=O)N3CCN(C)CC3)c2)cc1	1	-1	2	1.3	10	-3	0	-1.8	-0.4	0
CCS(=O)(=O)N1CCCC(C(=O)N2CCC3(CC2)OCCO3)C1 (centres undefined)	-2	-5	-4	1.4	11	5	-5	-3.3	0.0	2
Cc1ccc2c(c1N)C(=O)c1ccccc1C2=O	0	6	-27	0.7	-94	-12	2	5.7	-0.9	19
CCOC(=O)c1c(/N=C/c2c(O)n(-c3ccc(F)cc3)c(=S)[nH]c2=O)sc2c1CCCC2	-8	-6	0	-0.2	-32	-7	3	-0.5	-1.1	0
CCOC(=O)c1cnc(SCc2ccc(Cl)c(Cl)c2)nc1N1CC1	-3	8	5	0.0	1	-2	0	3.9	0.0	3
O=c1[nH]c(=O)n(Cc2ccc(F)cc2)c(O)c1C=Nc1ccc(Cl)cc1	1	-1	-14	1.3	0	-1	-1	0.7	-0.1	15
CC(=O)Nc1cccc([As](=O)(c2cccc(NC(C)=O)c2)c2cccc(NC(C)=O)c2)c1	9	-1	5	-0.2	-7	-9	-3	3.1	-0.5	7
C=CCn1c(O)c(/C=C2/C=c3ccccc3=N2)c(=O)[nH]c1=S	6	-20	5	0.8	-47	-8	5	1.1	-1.1	7
COc1ccccc1OC(=O)c1ccc(C)c(S(=O)(=O)N2CCOCC2)c1	4	-7	-1	-1.0	5	-2	-1	1.5	-0.2	-1
CCCc1nc2ccccc2c(=O)n1-c1ccccc1OC	-2	2	3	0.5	-13	1	-4	-0.2	0.0	3
O=c1c(C=NCCN2CCNCC2)c(O)n(C2CCCCC2)c(=O)n1C1CCCCC1	0	-4	0	nt	-12	-1	-2	-5.0	-0.6	-13
COC(=O)NC(=C(Cl)Cl)P(=O)(c1ccccc1)c1ccccc1	-5	-9	3	1.6	-4	-3	-1	-0.8	-0.2	0
CN1C(=O)/C(=C\c2ccc(Br)s2)C(=O)NC1=S	0	-55	14	-0.3	-24	-2	6	6.2	-0.3	0
O=C(c1ccccc1F)c1cn(CC(=O)N2CCOCC2)c2ccccc12	-4	0	0	1.6	0	-2	1	-1.4	-0.1	8
CCOC(=O)C(O)(c1ccc(NC(=O)Oc2ccccc2)cc1)C(F)(F)F (centres undefined)	-5	-3	-1	0.1	-6	-4	1	-0.1	0.1	-1
CC1(c2ccc(Cl)cc2Cl)OCC(Cn2cncn2)O1 (centres undefined)	-5	-2	-2	-0.2	-2	-5	-3	-1.2	-0.1	1
COc1ccc(CN2CCNCC2)cc1	5	-13	2	-0.3	8	-8	0	-3.9	-1.6	1
COC(=O)C1=C(c2ccc3ccccc3c2)C[C@@H]2CC[C@H]1N2C(=O)N1CCOCC1	4	-6	-2	-0.2	3	-7	-1	-0.5	-0.4	6
O=c1[nH]c(=O)n(CCc2ccc(F)cc2)c(O)c1C=NCc1ccc2c(c1)OCO2	-6	-3	0	0.1	9	-10	14	50*	-0.5	78*
Cc1cc(OCC(=O)O)c2c3c(c(=O)oc2c1)CCCC3	12	0	1	0.1	1	-11	-3	0.2	-0.9	2
C=CCN1C(=O)/C(=C/c2ccc(N3CCOCC3)o2)C(=O)NC1=S	-40	-144	-83	-0.6	-173	-4	-2	6.3	0.7	2
CCOC(=O)CC1c2ccccc2-n2nncc2CN1Cc1ccc(OC)cc1 (centres undefined)	0	0	4	0.6	13	-1	0	-0.3	0.1	4
COc1cc(C(=O)NN=Cc2ccc(N(CCCl)CCCl)cc2)cc(OC)c1OC	-13	-10	-13	5.2*	-4	-6	1	-0.9	-0.1	-10
Cc1cccc(N2CCN(Cc3ccc4c(c3)OCO4)CC2)c1C	-8	-2	7	0.2	-5	-2	0	0.2	0.6	1
O=NN1CCCCC1	-3	-1	2	0.5	-3	-2	0	-0.9	-0.4	-1
CC(C)(C)NCC(O)c1cc(Cl)c(N)c(Cl)c1 (centres undefined)	11	2	4	-1.3	0	0	-1	-0.6	-0.3	3
COc1ccc(CCN(C)Cc2ccc(F)cc2F)cc1OC	-3	-9	3	0.5	9	-4	2	-2.2	-0.6	0
COC(=O)C1=C(c2ccc(C(C)=O)cc2)C[C@@H]2CC[C@H]1N2C(=O)NCCNC(C)=O	-6	7	4	-0.9	35*	-4	-2	-1.7	-0.3	2
CC1CCN(c2cc(Br)c([N+](=O)[O-])cc2F)CC1	-5	-2	4	0.8	13	-4	3	1.9	-1.0	2
CCc1ccc(CN2CCN(Cc3ccc(SC)cc3)CC2)cc1	-7	-1	-1	1.1	-4	-3	2	-1.6	-0.3	1
CC(=O)Nc1ccccc1C(=O)OCC(=O)c1ccc2ccccc2c1	-12	-3	-16	2.4	-12	1	3	1.7	0.4	-5
CN1CC(C#N)C2(O)c3ccccc3CCC2C1 (centres undefined)	0	5	4	0.2	-17	-4	-1	-3.5	-1.0	2
C[C@]12CCC3C(C1CCC2=O)[C@H](O)C[C@H]1C[C@@H](O)CC[C@]31C (some centres undefined)	0	12	3	0.7	-5	-2	2	-1.9	-0.2	-1
O=C1CC(N2CC2)C(=O)N1c1ccccc1 (centres undefined)	nt	0	-3	-0.5	-2	4	0	-0.6	-0.1	0
CC1=NNC(=O)C1Br (centres undefined)	-8	-3	17	-0.1	14	-2	-4	-1.6	-0.4	-11
Cc1ccc(Cc2c(C)nc3nc(SCC(=O)N4CCC5(CC4)OCCO5)nn3c2C)cc1	5	-2	2	0.8	11	-4	2	1.1	-1.1	6
CC(=Nc1ccc(F)cc1)c1c(O)n(C)c(=O)[nH]c1=O	21	-7	4	-0.5	1	-1	-1	-2.7	0.4	1
CN1C(=O)C(Cc2ccc(OCc3ccccc3)cc2)C(=O)N(C)C1=O	-4	-10	6	0.0	9	-1	-2	-1.3	-0.9	-8
COc1ccc2c(c1OC)C(=O)O[C@@H]2[C@H]1c2cc3c(cc2CCN1C)OCO3	-11	-6	2	-1.1	-2	-8	-3	0.2	-1.8	0
OC(CN1CCOCC1)c1csc2ccccc12 (centres undefined)	-9	4	-2	-1.1	9	-3	-1	-2.7	-0.3	1
CCN1CCN(Cc2ccc(C)cc2)CC1	-10	-3	1	0.7	-12	-2	-3	-2.7	0.6	-1
CN(C)C(=O)Oc1ccc(-c2nnco2)cc1	-8	0	7	0.9	10	1	-1	-0.6	-0.3	0
O=C(CCC(=O)N1C[C@H]2C[C@@H](C1)c1cccc(=O)n1C2)NCc1ccccc1C(F)(F)F	6	13	2	0.7	-12	-1	-1	-0.1	-0.5	0
CN1CCN(Cc2cc(=O)n3ccsc3n2)CC1	-9	-1	-1	0.7	-12	-3	-3	-2.3	-0.2	-2
CC1(C)CC(=O)C(C=NCCN2CCN(C(=O)Cc3ccc(F)cc3)CC2)=C(O)C1	2	-7	1	-1.2	5	-1	3	-1.5	-0.3	-1
COC(=O)C1=C(c2ccc(C(C)=O)cc2)C[C@@H]2CC[C@H]1N2C	-11	8	-1	-1.0	1	-5	-1	-0.7	-0.4	-1
O=C(/C=C/c1ccccc1)c1c(O)n(CCc2ccccc2)c(=O)[nH]c1=O	-8	-1	20	0.1	-33	-3	8	0.7	-0.5	11

# Some of these compounds in order of SMILES length, lowest first:
smiles	Scp1 inh	E coli Lon inh	SUMO1-SIM PPI	MsrA inh	CendR NRP1 mod	MsrA act	STEP inh	LMPTP block	Tb MetRS inh	DNMT1 inh
OC(CN1CCOCC1)c1csc2ccccc12 (centres undefined)	-9	4	-2	-1.1	9	-3	-1	-2.7	-0.3	1
CN1CCN(Cc2cc(=O)n3ccsc3n2)CC1	-9	-1	-1	0.7	-12	-3	-3	-2.3	-0.2	-2
CN1C(=O)C(Cc2ccc(OCc3ccccc3)cc2)C(=O)N(C)C1=O	-4	-10	6	0.0	9	-1	-2	-1.3	-0.9	-8

# Next part.
smiles	Scp1 inh	E coli Lon inh	SUMO1-SIM PPI	MsrA inh	CendR NRP1 mod	MsrA act	STEP inh	LMPTP block	Tb MetRS inh	DNMT1 inh
O=C(CN1CC(c2ccccc2)CC1=O)Nc1ccccc1 (centres undefined)	0	-5	-2	0.4	9	-4	0	0.0	1.1	-1
O=S(=O)(O)C(=Cc1ccccc1)c1ccccc1 (tested in a mixture with another compound)	-8	0	-4	-0.6	-2	-2	3	-0.3	0.2	6
O=C(Cn1nc(Cc2cccnc2)c2ccccc2c1=O)N1CCC2(CC1)OCCO2	-5	-11	-2	-0.8	6	-7	1	4.0	-1.7	5
CCOC(=O)[C@]12Cc3cc(C)ccc3[C@H]1N(C)C(=O)c1cc(OC)ccc12	nt	8	4	0.9	-9	-1	nt	1.5	-0.1	nt
CCN1C(=O)C(=Cc2c(C)n(CC(=O)NCC3CCCO3)c3ccccc23)C(=O)N(CC)C1=S (centres undefined)	-5	-31	4	0.9	-44	-3	-2	0.2	0.5	0
O=c1[nH]c(O)c(C=Nc2ccccc2Oc2ccccc2)c(=O)[nH]1	-4	-7	-4	2.2	-29	-3	0	15	-0.1	10
C[n+]1ccc(-c2cc[n+](C)cc2)cc1	-12	-7&-7	-43&-35	3.1&3.4	-3&-2	-2&2	2&1	-8.0&-6.6	-1.5&-0.4	0&-3
O=C1NC(=O)N(Cc2ccccc2)C(=O)/C1=C\C=C\c1ccco1	-1	-173	15	1.2	-159	-3	4	2.6	-0.3	45
COC(=O)C1=C(c2ccccc2OCc2ccccc2)C[C@@H]2CC[C@H]1N2C(=O)NCc1ccc(OC)cc1	-21	4	4	1.2	12	0	4	5.8	0.0	-8
Cc1cccc(C(=O)NC(Oc2ccccc2)C(Cl)(Cl)Cl)c1 (centres undefined)	-6	-3	3	1.2	-1	-11	0	0.4	-2.2	6
CC(=O)OC1C(=O)OCC23CCC4(C)OC4C2OC2CC(OC(=O)C=CC=CC(=O)OCCC1C)C3(C)C21CO1 (centres undefined)	2	9	-16	-0.2	-6	-1	2	-0.2	-0.3	-1
O=C1NC(=O)N(c2ccc3c(c2)OCO3)C(=O)/C1=C\c1ccc(-c2ccccc2C(=O)O)o1	56*	-18	24	0.5	-55	-3	12	3.7	-0.3	90*
